Measles CPE – protection of cells from measles virus; Measles virus-infected cells, CPE protection, absorbance; protection (pct of control), % at 4 µM; actives 1.5% (n = 140,000); AID 841; in the data active = protection mostly above about 24%, no sharp cut-off; inactive = mostly below about 26%; note: some compounds called inactive have numbers as strong as hits
GALR2 antag – GALR2 (human) receptor antagonism. O43603. GALR2-expressing cells, antagonist mode. inhibition, % at 4 µM. actives 0.39% (n = 140,000). AID 828; in the data active = inhibition above about 27%;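 note: cells stimulated with galanin 1-16 at roughly its EC80; 0% = agonist challenge control and 100% = basal control without agonist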
Target sequence (O43603 whole entry, looked up): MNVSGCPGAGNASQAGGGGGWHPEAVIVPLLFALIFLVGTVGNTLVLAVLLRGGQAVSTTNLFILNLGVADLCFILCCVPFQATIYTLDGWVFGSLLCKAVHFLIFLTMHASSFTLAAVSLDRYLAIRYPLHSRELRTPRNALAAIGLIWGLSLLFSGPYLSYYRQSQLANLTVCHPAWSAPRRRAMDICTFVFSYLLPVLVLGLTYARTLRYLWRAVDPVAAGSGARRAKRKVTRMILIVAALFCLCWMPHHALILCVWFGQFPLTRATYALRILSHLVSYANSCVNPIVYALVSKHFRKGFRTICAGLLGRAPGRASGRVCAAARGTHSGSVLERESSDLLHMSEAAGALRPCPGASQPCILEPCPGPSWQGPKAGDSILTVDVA
Phagocyt inh – blocks phagocytosis by macrophages; J774A.1 macrophage IgG-bead phagocytosis, imaging; inhibition, % at 5 µM; actives 0.07% (n = 110,000);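 active = inhibition above the mean of the plate negative controls plus 5 SD, cut at about 13% in these data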;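 note: phagocytic index as fraction of beads internalized from green versus red external bead signal; plate controls were DMSO negative control for no effect and cytochalasin-D positive control for full effect; some results beyond the cut were filed as inactive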
HCT116 bCat-KO – beta-catenin-lacking colon tumor cell growth suppression | HCT116 beta-catenin knockout viability, CellTiter-Glo, 60 h; active compounds read low | viability, % at 10 µM | actives 1.5% (n = 140,000);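 active = viability at or under a set limit, the compound median less 4 SD, cut at about 6% in these data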;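 note: 0% = Hyamine 1622 control at 20 µM and 100% = untreated cell control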
E-sel TNF inh – blocks E-selectin expression induced by TNF alpha; inhibition, % at 2 µM; HUVEC TNFa-induced E-selectin immunofluorescence, high content; actives 0.71% (n = 120,000);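 active = inhibition above the batch mean plus 3 SD, and confirmed as a hit on visual image review, cut at about 43% in these data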;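 note: 0% = TNF-stimulated DMSO wells and 100% = unstimulated control wells; not every result past the cut was called active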
NPY-Y2 antag – blocks the human neuropeptide Y Y2 receptor; NPY-Y2 expressing cells, antagonist mode; P49146; actives 0.99% (n = 140,000); AID 793; inhibition, % at 2.7 µM; in the data active = inhibition above about 17%;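 note: 0% = vehicle with agonist challenge and 100% = reference antagonist with challenge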
Target sequence (P49146 whole entry, looked up): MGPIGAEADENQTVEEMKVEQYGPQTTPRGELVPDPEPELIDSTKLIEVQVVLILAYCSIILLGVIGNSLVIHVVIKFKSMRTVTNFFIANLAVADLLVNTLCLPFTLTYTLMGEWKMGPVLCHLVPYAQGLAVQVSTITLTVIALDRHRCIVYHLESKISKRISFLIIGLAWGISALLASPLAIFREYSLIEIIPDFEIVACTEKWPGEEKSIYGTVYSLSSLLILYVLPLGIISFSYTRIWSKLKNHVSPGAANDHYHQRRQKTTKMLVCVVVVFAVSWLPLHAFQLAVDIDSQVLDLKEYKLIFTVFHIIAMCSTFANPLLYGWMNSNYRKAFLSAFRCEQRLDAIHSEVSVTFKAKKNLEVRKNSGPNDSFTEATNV
MRP-1 activ – activates MRP-1; actives 0.61% (n = 140,000); viability increase, % at 10 µM; AID 799; H69AR cells + doxorubicin, viability rescue, CellTiter-Glo;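 active = viability gain under doxorubicin at or above a set limit, the compound median plus 3 SD, cut at about 4.7% in these data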;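 note: MRP-1 overexpressing cells given doxorubicin 25 µM after compound pretreatment; 18-22 h compound pretreatment then 72 h with doxorubicin before readout; 0% = doxorubicin-only wells and 100% = vehicle-treated cells without doxorubicin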
Yeast growth inh – yeast BB579 growth reduction in restrictive medium | S. cerevisiae BB579 growth, OD615, 48 h | inhibition, % at 10 µM | actives 0.51% (n = 140,000) | AID 804;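 active = inhibition above a set limit, 3 SD over the mean compound inhibition, cut at about 44% in these data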; note: inactives centre near -24
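Test system: DeaD yeast strain BB579 / Buffer or medium: restrictive glucose-based CSMM-D medium / Doses: single 10 µM dose / Schedule: 4 h cell preincubation, 48 h compound exposure, 30 °C humidified / Technique: culture absorbance at 615 nm / Controls: amphotericin B positive control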
Yeast lifespan up – extends the lifespan of yeast. inhibition of the nicotinamide effect, % at 10 µM. actives 0.68% (n = 130,000). AID 775. S. cerevisiae growth with nicotinamide, OD615; deaD strain in restrictive glucose medium;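 active = inhibition above a set limit, placed 3 SD over the median of all compounds, cut at about 26% in these data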;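 note: 0% = nicotinamide-treated wells and 100% = cells grown without nicotinamide; some compounds called inactive have numbers as strong as hits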
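Test system: DeaD-strain S. cerevisiae / Buffer or medium: restrictive glucose medium / Also added: nicotinamide 1.5 mM / Doses: one concentration, 10 µM, DMSO 0.25% / Schedule: 48 h at 30 °C / Signal: OD615 measurement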
PTEN del growth – growth suppressors of cells with PTEN tumor suppressor deletion. HCT116 PTEN-null viability, CellTiter-Glo, 60 h; active compounds read low. viability, % at 10 µM. actives 1.2% (n = 140,000);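 active = viability at or below a set limit, 4 SD under the median of all tested compounds, cut at about 3.7% in these data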;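 note: PTEN knockout HCT116 line with beta catenin targeted HCT116 as companion control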
* hit, by the source's call; . = not tested or not shown.

The line under a structure holds: Measles CPE | GALR2 antag | Phagocyt inh | HCT116 bCat-KO | E-sel TNF inh | NPY-Y2 antag | MRP-1 activ | Yeast growth inh | Yeast lifespan up | PTEN del growth
[1] N=c1c(-c2nc3ccccc3[nH]2)cc(C(=O)c2ccco2)nn1-c1ccccc1
  17 | 0 | -1 | 57 | -3 | -1 | -3.6 | -32 | 5 | 60
[2] CC(NCc1ccc(-c2ccccc2)cc1)C(O)c1ccccc1 (configuration not stated)
  2 | -6 | -5 | 2.8* | . | 10 | -4.5 | 7 | -5 | 6
[3] CS(=O)(=O)N1CC(C(=O)NN)Oc2ccc(Cl)cc21 (configuration not stated)
  1 | -5 | 2 | 87 | 11 | 2 | -0.5 | -3 | 4 | 96
[4] O=C(NCc1cccs1)c1noc2c1CCCC2
  14 | 3 | -1 | 26 | 21 | 1 | -1.3 | -29 | -14 | 26
[5] COC(=O)CSc1nnc(CNc2ccc(Cl)cc2)n1-c1ccccc1
  13 | 3 | . | 98 | -15 | 0 | -1.4 | -18 | -3 | 100
[6] Brc1cc2c(cc1Cn1c(-c3cncs3)nc3ccccc31)OCO2
  6 | -10 | -1 | 99 | 6 | 3 | -0.8 | -45 | 23 | 90
[7] O=C(Cn1nc([N+](=O)[O-])nc1Br)NC(c1ccccc1)c1ccccc1
  11 | 0 | -9 | 65 | 36 | 2 | -6.0 | -40 | 11 | 65
[8] CCOC(=O)c1[nH]c(C)c(C(=O)NCc2ccc(OC)cc2)c1C
  8 | -8 | 0 | 93 | 25 | 2 | 0.1 | -17 | -6 | 103
[9] CCn1c(SCC(=O)NCCc2ccc(OC)c(OC)c2)nc2c1c(=O)n(C)c(=O)n2C
  18 | -3 | 0 | 89 | 1 | 1 | -0.9 | -40 | -8 | 98
[10] O=S(=O)(N/N=C/c1c(F)cccc1Cl)c1ccccc1
  8 | -3 | . | 101 | 8 | 2 | -0.7 | -61 | 53 | 97
[11] O=[N+]([O-])c1cccc(N/N=C/c2cccc3ccccc23)c1
  8 | 23 | 2 | 73 | . | -2 | -1.6 | -6 | -2 | 67
[12] CCCCOC(=O)CCNc1n[nH]c(=O)[nH]c1=O
  56* | 9 | 0 | 91 | -14 | 0 | -0.7 | -45 | -4 | 80
[13] COc1ccc(Cn2c(O)c(C=Nc3ccc(C)cc3)c3ccccc3c2=O)cc1
  3 | 7 | 2 | 91 | -11 | 1 | 2.5 | -23 | 7 | 87
[14] CCNC(=S)N/N=C/c1c(Cl)cccc1Cl
  3 | -11 | -1 | 98 | . | 7 | -1.3 | -26 | -2 | 87
[15] Cc1ccc(CNC(=O)CCNS(=O)(=O)c2ccc(C)cc2)cc1
  4 | -8 | 1 | 106 | -3 | 3 | -0.2 | -31 | -7 | 104
[16] COC(=O)c1cc(NC(=O)CSc2nncn2C)cc(C(=O)OC)c1
  3 | -5 | 1 | 100 | . | 2 | -0.8 | -39 | -11 | 103
[17] CCn1c(CC(=O)Nc2cccc(OC)c2)nnc1SCC(=O)Nc1nccs1
  0 | -1 | -1 | 88 | -2 | -1 | -0.6 | -48 | 5 | 95
[18] CCOC(=O)c1sc2ncn(C(C)C(=O)OCC)c(=O)c2c1C (configuration not stated)
  4 | -14 | 1 | 104 | 16 | 2 | 3.4 | 7 | -5 | 103
[19] Cc1[nH]c2ccccc2c1C(=O)COC(=O)c1c(-c2ccccc2Cl)noc1C
  12 | -5 | -8 | 77 | 0 | 1 | -1.1 | -49 | 4 | 69
[20] O=C(NCC1COc2ccccc2O1)C1C2C=CC3(CN(Cc4cccs4)C(=O)C13)O2 (configuration not stated)
  8 | 3 | . | 94 | 18 | 2 | -1.7 | -58 | -2 | 88
[21] Cc1ccc(-n2c(N)c(C(=O)NCc3ccco3)sc2=S)cc1
  14 | 3 | . | 67 | -5 | 0 | -2.9 | -18 | -21 | 74
[22] COc1cccc(/C=N/NC(=O)CN(CCc2ccccc2)S(=O)(=O)c2ccc(NC(C)=O)cc2)c1
  22 | -5 | -3 | 96 | . | -1 | -2.6 | -24 | -1 | 88
[23] Cc1cccc(NC(=O)c2nc[nH]c2C(=O)Nc2ccccc2[N+](=O)[O-])c1
  2 | -3 | -5 | 80 | . | 4 | -3.6 | -18 | 0 | 73
[24] CCOC(=O)c1cc(-c2ccccc2)sc1NC(=O)CN1C(=O)NC(CC)(c2ccccc2)C1=O (configuration not stated)
  4 | 4 | 2 | 78 | . | -1 | -1.5 | -33 | -32 | 69
[25] COc1cccc(-c2cc(C(F)(F)F)n3ncc(C(=O)O)c3n2)c1
  3 | 1 | -1 | 99 | -26 | -1 | -3.8 | -17 | -14 | 86
[26] COc1ccccc1NC(=O)COc1ccc(/C=N/NC(=O)CSCc2ccc(Cl)cc2)cc1
  5 | -3 | . | 3.2* | -7 | 1 | 0.5 | -59 | -10 | 2.2*
[27] Cc1ccc(C(=O)n2cnnc2N)cc1
  25 | 1 | . | 90 | 2 | -1 | -0.9 | 27 | -16 | 90
[28] N#Cc1cc2ccccc2nc1SCC(=O)Nc1ccc(S(=O)(=O)N2CCCC2)cc1
  7 | 15 | -2 | 61 | . | 8 | -2.2 | -44 | -11 | 68
[29] CCc1cc(C)cc(OCCNC(=O)c2ncn[nH]2)c1
  1 | 15 | 0 | 86 | 2 | 0 | 1.0 | -19 | -1 | 92
[30] Cc1ccc(F)cc1NC(=O)CCC(=O)c1cccs1
  7 | 3 | -1 | 97 | 7 | 3 | -2.4 | -1 | -16 | 95
[31] CC1CCc2cc(F)ccc2N1C(=O)CSc1nnc2c(n1)[nH]c1ccc(F)cc12 (configuration not stated)
  10 | 6 | . | 8 | -14 | 0 | -1.9 | -14 | -6 | 4
[32] O=C1c2oc3ccc(F)cc3c(=O)c2C(c2ccccc2)N1CC1CCCO1 (configuration not stated)
  2 | -1 | 0 | 82 | . | 7 | -4.4 | -44 | -15 | 83
[33] COc1cc(OC)c(C2C3=C(CCCC3=O)Nc3nc4ccccc4n32)cc1OC (configuration not stated)
  11 | 4 | 0 | 93 | -30 | 0 | -1.4 | -42 | 4 | 95
[34] Cc1ccccc1NC(NC(=O)c1cccnc1)C(Cl)(Cl)Cl (configuration not stated)
  16 | 8 | -7 | 90 | . | 2 | -0.6 | -34 | 1 | 84
[35] CC(C)COC(=O)Nc1nnc(SCCOc2ccccc2)s1
  3 | 4 | . | 83 | -32 | 14 | -0.5 | -21 | -15 | 86
[36] Cc1onc(-c2ccccc2)c1C(=O)n1cccn1
  5 | 2 | 2 | 95 | -7 | 1 | 0.8 | 8 | -6 | 108
[37] COc1cc(SC)ccc1C(=O)NCCc1ccccc1
  15 | 4 | -6 | 87 | . | 5 | -0.4 | -20 | -2 | 89
[38] CCC(CC)C(=O)NCCN1CCN(C(=O)C(CC)CC)CC1
  7 | -4 | . | 104 | -5 | 0 | 0.3 | -12 | -13 | 97
[39] O=C(CCCn1c(=S)[nH]c2cc3c(cc2c1=O)OCO3)N1CCN(c2ccccc2F)CC1
  3 | 13 | 0 | 70 | -2 | 1 | 1.8 | -33 | -18 | 63
[40] Cc1ccc(OCC(=O)Nc2ccc([N+](=O)[O-])cc2)cc1
  6 | -7 | -2 | 99 | -4 | 6 | 0.3 | -30 | -5 | 90
[41] O=C(Cn1cnc2c(nnn2Cc2ccc(F)cc2)c1=O)N1CCCCC1
  21 | -2 | -1 | 86 | . | 3 | -1.7 | 32 | -7 | 101
[42] COc1ccc(/C(O)=C2/C(=O)C(=O)N(CCCN(C)C)C2c2ccccc2)cc1OC (configuration not stated)
  8 | 1 | . | 97 | -29 | 1 | -2.7 | -26 | -2 | 104
[43] Cc1ccc(CCNC(=O)C2CCC(=O)N2Cc2cccnc2)cc1 (configuration not stated)
  4 | 1 | -1 | 89 | -11 | 6 | -1.7 | -41 | -7 | 90
[44] COc1ccccc1/C=C(/C(=O)OCC(=O)Nc1ccccc1C(C)C)c1ccccc1
  27 | 2 | -2 | 94 | -9 | 10 | -0.6 | -46 | 3 | 84
[45] CC(C)N=C(Nc1ccccc1)c1cccnc1
  7 | 3 | . | 92 | -16 | -2 | -0.1 | -27 | -6 | 96
[46] CCc1c(C)nc2ncnn2c1N1CCCC(C(=O)Nc2ccc(NC(C)=O)cc2)C1 (configuration not stated)
  14 | -4 | . | 88 | -7 | -2 | -2.4 | -35 | -5 | 94
[47] Cc1c(NC(=O)Nc2ccccc2)cccc1[N+](=O)[O-]
  10 | -7 | -1 | 78 | . | 1 | -3.3 | -29 | -4 | 81
[48] C(=N\Nc1nn[nH]n1)/c1ccccc1
  23 | -6 | -1 | 95 | 50 | 1 | -0.9 | -30 | -10 | 92
[49] CCOC(=O)c1cnc(Nc2nc3ccccc3o2)nc1CSC(=S)N(CC)CC
  5 | -8 | -2 | 14 | . | 3 | -5.3 | -14 | 0 | 7
[50] O=C(NC1CCCCC1)OCCN1CCN(Cc2ccccc2)CCC1=O
  9 | -15 | . | 100 | -10 | 1 | -0.9 | -38 | 0 | 86
[51] O=C(c1ccco1)N1CCN(C(=O)C2CCCN(S(=O)(=O)Cc3ccccc3)C2)CC1 (configuration not stated)
  2 | 0 | -2 | 94 | 4 | 1 | 0.8 | -16 | 4 | 100
[52] CC1CCCN(c2nc3c(c(=O)n(C)c(=O)n3C)n2CCSc2nc3ccccc3o2)C1 (configuration not stated)
  12 | -18 | -2 | 74 | 17 | 3 | -3.0 | -26 | -16 | 69
[53] CCOc1ccc(-n2c(C)cc(/C=N\NC(=O)CC(=O)NC3CCCCC3)c2C)cc1
  8 | -7 | -2 | 81 | 4 | 0 | -0.5 | -39 | 0 | 95
[54] COc1ccc(NC(=O)c2ccc3c(=O)n(Cc4ccco4)c(=S)[nH]c3c2)c(OC)c1
  21 | 3 | -2 | 94 | 4 | 3 | -1.6 | -47 | -6 | 89
[55] COC(=O)C(CCCCNC(=O)OCc1ccccc1)NC(=O)CN (configuration not stated)
  5 | 3 | 5 | 89 | 16 | -2 | -1.5 | -21 | -6 | 87
[56] COc1ccc(C(=O)COC(=O)CCN=C2NS(=O)(=O)c3ccccc32)cc1OC
  23 | -9 | -1 | 103 | -7 | -4 | -0.1 | -47 | 1 | 101
[57] CC(=O)Nc1ccc(S(=O)(=O)N2CCN(S(=O)(=O)N3CCCCCC3)CC2)cc1
  5 | 13 | -1 | 98 | -10 | -4 | -4.9 | -42 | -19 | 95
[58] CCOC(=O)c1c(NC(=O)c2cc(-c3ccc(Cl)s3)nc3ccccc23)sc(C(N)=O)c1C
  3 | -3 | . | 3.6* | . | 1 | -5.8 | -16 | 3 | 1.2*
[59] CCCC(=O)N(Cc1cc2cc(C)ccc2[nH]c1=O)c1ccccc1OC
  16 | -5 | 0 | 78 | -9 | 9 | -3.1 | -21 | 0 | 85
[60] COc1ccc(NC(=O)N2CCC(c3nc(-c4cccs4)no3)CC2)cc1
  5 | 6 | 1 | 84 | -5 | 3 | -0.3 | -31 | 6 | 94
[61] O=[N+]([O-])c1ccc(Cl)c(CN2CCSCC2)c1
  26 | 4 | -10 | 100 | . | 2 | -1.6 | -16 | -1 | 88

Assay outcomes as filed in PubChem BioAssay.
